# Rtt109 Vps75 = inhibitors of Candida albicans Rtt109/Vps75 histone acetyltransferase | inhibition, % at 34.9 µM | Q5AAJ8 | hit rate 0.16% among 330,000 | purified Rtt109/Vps75, ThioGlo CoA-SH fluorescence, 4 h;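 active = inhibition of at least 50% in every replicate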
# PvdQ acylase = blocks Pseudomonas aeruginosa PvdQ acylase activity; inhibition, % at 10 µM; purified PvdQ acylase, fluorescence plate reader; AID 488965; hit rate 0.063% among 340,000; in the data active = inhibition above about 30%, passing the limit was not always enough;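 also: 0% = vehicle neutral wells and 100% = reference inhibitor wells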
# CAL PDZ FP-1 = blocks peptide binding to human CAL PDZ domain | purified CAL PDZ, TMR-peptide fluorescence polarization, 1 h | AID 504414 | hit rate 0.02% among 330,000 | Q9HD26 | inhibition, % at 20 µM;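 active = highest replicate inhibition of at least 40%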;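 also: plate controls were DMSO neutral control wells for no effect and unlabeled competitor peptide control wells for full effect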
#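 Control set: unlabelled peptide and DMSO controls / Material: purified CerCALP PDZ construct / Timing: 1 h incubation at room temperature before polarization reading / Doses: 20 µM, one dose / Detection: fluorescence polarization (mP)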
# SR-BI HDL uptake = blocks mouse SR-BI lipid uptake from DiI-HDL; hit rate 0.96% among 320,000; inhibition, % at 12.5 µM; ldlA[mSR-BI] CHO cells, DiI-HDL uptake fluorescence, 3 h;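 active = mean replicate inhibition of at least 70% and a set share of replicates each scoring 70 or more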;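 also: 0% = median of neutral control wells and 100% = median of positive control wells; values of inactives mirror those of a sister screen read the other way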
# Target sequence (Q61009 whole entry, looked up): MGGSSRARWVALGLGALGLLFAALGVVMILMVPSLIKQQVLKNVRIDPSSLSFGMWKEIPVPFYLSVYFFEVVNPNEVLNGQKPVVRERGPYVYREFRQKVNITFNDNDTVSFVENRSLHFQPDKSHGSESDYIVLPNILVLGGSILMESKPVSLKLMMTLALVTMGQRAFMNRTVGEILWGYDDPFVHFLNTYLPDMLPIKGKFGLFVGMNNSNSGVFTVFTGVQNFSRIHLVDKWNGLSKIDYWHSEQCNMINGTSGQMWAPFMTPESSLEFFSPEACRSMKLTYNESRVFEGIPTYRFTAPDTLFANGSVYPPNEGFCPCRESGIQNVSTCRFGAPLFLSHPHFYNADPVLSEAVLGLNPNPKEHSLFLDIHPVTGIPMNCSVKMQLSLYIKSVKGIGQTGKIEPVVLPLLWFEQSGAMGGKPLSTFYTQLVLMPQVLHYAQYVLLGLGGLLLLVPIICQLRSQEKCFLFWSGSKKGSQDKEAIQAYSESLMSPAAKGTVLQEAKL
# NSD2 inh = inhibitors of human histone methyltransferase NSD2; O96028; hit rate 0.54% among 310,000; NSD2 peptide methylation, AlphaScreen, 120 min; inhibition, % at 12.5 µM; in the data active = inhibition above about 50%
# MITF act = activators of MITF-driven TRPM1 promoter activity in SK-MEL-5 cells. activation, % at 12.5 µM. AID 588334. SK-MEL-5 TRPM1-promoter luciferase, 24 h; % of positive control, neutral wells = 0. hit rate 0.75% among 300,000;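 active = mean activation of at least 80% with every replicate also reaching 80%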;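 also: 0% = neutral control wells and 100% = parthenolide positive control wells; values of inactives mirror those of a sister screen read the other way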
# SR-BI DiI-HDL act = SR-BI HDL lipid transfer activation; activation, % at 12.5 µM; hit rate 0.096% among 320,000; CHO ldlA[mSR-BI] cells, DiI-HDL uptake fluorescence, 3 h; 100 = double the neutral-control signal;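 active = mean replicate activation of at least 60% and every replicate at or above 60%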;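 also: 0% = median plate neutral-control signal and 100% = twice that signal; values of inactives mirror those of a sister screen read the other way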
#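 Assay system: LDL receptor-deficient CHO ldlA cells overexpressing murine SR-BI / Medium: BSA-supplemented, HEPES-buffered Ham's F12, pH 7.4 / Probe or stimulus: DiI-labelled HDL at 10 µg/mL final / Timing: compound with DiI-HDL co-incubation, 3 h at 37 °C / Technique: bottom-read cell fluorescence after medium removal, ex 550/em 595 nm / Measure: HDL uptake via cellular fluorescence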
# CAL PDZ FP-2 = inhibitors of human CAL PDZ peptide binding; AID 602252; purified CAL PDZ, TMR-peptide fluorescence polarization, 1 h; Q9HD26; hit rate 0.92% among 300,000; inhibition, % at 24.9 µM;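 active = mean inhibition of at least 30% with at least half of replicates also reaching 30%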;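 also: 0% = DMSO neutral control and 100% = excess unlabeled competitor peptide PRC23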
# dFosB activator = mouse delta FosB homodimer activation; P13346; AID 493131; hit rate 0.99% among 340,000; purified delta FosB, TAMRA-CDK5 oligo fluorescence polarization; percent of positive-control signal above neutral wells; activation, % at 25 µM;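 active = mean activation above about 17%, with every replicate also reaching it, limit read from the data, passing the limit was not always enough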;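 also: fluorescence polarization rise as delta FosB binds a TAMRA Cdk5 AP-1 oligo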
# Target sequence (P13346 whole entry, looked up): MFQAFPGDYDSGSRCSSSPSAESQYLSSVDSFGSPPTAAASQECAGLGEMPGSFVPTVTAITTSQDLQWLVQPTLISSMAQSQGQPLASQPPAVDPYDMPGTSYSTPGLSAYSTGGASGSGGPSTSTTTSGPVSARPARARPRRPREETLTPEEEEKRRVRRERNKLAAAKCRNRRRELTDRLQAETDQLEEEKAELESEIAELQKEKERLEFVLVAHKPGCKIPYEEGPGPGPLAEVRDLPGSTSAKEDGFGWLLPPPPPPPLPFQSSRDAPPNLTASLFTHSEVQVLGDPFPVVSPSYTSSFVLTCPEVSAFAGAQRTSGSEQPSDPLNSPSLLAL
# PfHsp90 set2 = inhibits growth of yeast expressing Plasmodium falciparum Hsp90; S. cerevisiae expressing PfHsp90, BacTiter-Glo ATP, 48 h; yeast lacking PDR1 and PDR3 efflux regulators; inhibition, % at 9.4 µM; hit rate 0.32% among 310,000; AID 504621;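 active = every replicate shows inhibition above about 80%, whatever the replicate mean, limit read from the data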;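 also: 0% = DMSO neutral controls and 100% = 20 µM radicicol positive controls; yeast relying on Plasmodium falciparum Hsp90 in place of its own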
# An asterisk follows results filed as active; x = not tested or not shown.
nr | Compound | Rtt109 Vps75 | PvdQ acylase | CAL PDZ FP-1 | SR-BI HDL uptake | NSD2 inh | MITF act | SR-BI DiI-HDL act | CAL PDZ FP-2 | dFosB activator | PfHsp90 set2
1 | NC1=NC2(CCCCC2)N(c2cccc(Cl)c2)C(N)=N1 | -7 | 4 | -0.8 | -21 | -2 | 3 | 21 | 0 | -6 | x
2 | CC(C(=O)Nc1ccccn1)N1C(=O)c2ccccc2S1(=O)=O (stereo unspecified) | -2 | -16 | -2.0 | -18 | -1 | -4 | 18 | -7 | 2 | 16
3 | Cn1nc(-c2ccc(S(N)(=O)=O)s2)cc1C(F)(F)F | 2 | 9 | -1.0 | -20 | -2 | 6 | 20 | -3 | 4 | 12
4 | CCn1c(SCC(=O)c2c(N)n(C3CC3)c(=O)[nH]c2=O)nnc1-c1ccccc1OC | -1 | -9 | -0.1 | -5 | -1 | -4 | 5 | -3 | 0 | x
5 | CCOC(=O)c1c(NC(=O)COc2ccccc2C#N)sc2c1CC(C)(C)NC2(C)C | -5 | -8 | -3.2 | 21 | 4 | -52 | -21 | -1 | -25 | 1
6 | Cc1cc(C)cc(NC(=O)CN2CCN(c3ncccn3)CC2)c1 | 2 | -18 | -0.9 | -2 | -1 | -4 | 2 | 1 | -10 | 4
7 | CCOC(=O)c1[nH]c2ccc(OC)cc2c1NC(=O)c1ccccc1C(=O)O | 7 | -10 | -3.2 | 1 | -3 | 13 | -1 | -1 | -7 | 0
8 | CC(=O)c1nnn(-c2ccc([N+](=O)[O-])cc2C)c1C | 5 | 1 | x | -15 | -1 | -6 | 15 | 4 | 2 | -8
9 | Cc1noc(NS(=O)(=O)c2ccc(NC(=O)C34CC5CC(C3)CC(n3cnc(Cl)n3)(C5)C4)cc2)c1C | -7 | -18 | -0.9 | -23 | 3 | 8 | 23 | -2 | 4 | 2
10 | Cc1nc2c(C)cccn2c(=O)c1NC(=O)COc1ccccc1 | -2 | -1 | -3.8 | -8 | 3 | -9 | 8 | 8 | -3 | x
11 | CCN1C(=O)[C@H]2[C@@H](c3ccc(OC)cc3)N3C(=O)CN(Cc4ccccc4)C(=O)[C@@]3(Cc3ccccc3)[C@H]2C1=O | -5 | 2 | 0.2 | -8 | x | -6 | 8 | 0 | 1 | -10
12 | COCC(=O)N/N=C(\C)CC(=O)Nc1ccccc1C(N)=O | 12 | 8 | -3.1 | -10 | 6 | -2 | 10 | 4 | -2 | -15
13 | COc1ccc(Br)cc1CN1CCCC(C(=O)N2CCCCCC2)C1 (stereo unspecified) | 0 | -18 | x | -8 | 15 | 3 | 8 | 3 | 3 | 6
14 | Cn1c(=O)c2c(nc(NC3CCCCC3)n2CC(O)COc2ccccc2)n(C)c1=O (stereo unspecified) | 8 | 3 | -4.7 | 30 | -1 | 8 | -30 | -6 | -6 | -30
15 | CC1CN(Cc2ccco2)C(=S)NC1=O (stereo unspecified) | -14 | -4 | -0.5 | -25 | -1 | -13 | 25 | x | 1 | x
16 | O=C(NC(=S)N1CCCc2ccccc21)c1ccccc1 | 4 | -15 | -1.8 | 19 | x | 2 | -19 | -4 | -13 | -1
17 | Cc1ccc(S(=O)(=O)N2CCCC2C(=O)N2CCCCCC2)cc1 (stereo unspecified) | 3 | -9 | x | -15 | -3 | 3 | 15 | -1 | -3 | 12
18 | O=C(N/N=C1\CC2CC=CC12)c1ccc(O)cc1 (stereo unspecified) | 3 | -1 | -0.6 | -10 | -2 | -2 | 10 | -2 | 0 | 12
19 | COc1ccc(N2CCN(c3cc(C)nc4ccc(OC)cc34)CC2)cc1 | -7 | -5 | -1.6 | 45 | 23 | 2 | -45 | 1 | 7 | 9
20 | Cc1ccc(-c2nc(CN3CCN(C(=O)C4CCCO4)CC3)cs2)cc1 (stereo unspecified) | -24 | -18 | -2.5 | -7 | 14 | -8 | 7 | -5 | -13 | 4
21 | Cc1c(NC(=O)CSc2ccccc2Cl)c(=O)n(-c2ccccc2)n1C | x | -12 | -2.1 | -18 | -2 | 1 | 18 | -1 | 0 | -19
22 | CN(C)CCn1c(=O)n(-c2cccc(Cl)c2)c(=O)c2c3c(sc21)CCCCC3 | 3 | -3 | -1.1 | -6 | 10 | x | 6 | -2 | -7 | -3
23 | O=C1OC(N2C(=O)CC[C@H]2C(=O)NCC2CCCO2)c2ccccc21 (stereo partly specified) | -11 | -6 | 1.4 | 2 | x | -1 | -2 | 0 | 6 | -8
24 | COc1ccc(C(=O)N2CCc3cc(OC)c(OC)cc3C2)cc1OC | 6 | -9 | -0.5 | -15 | x | -8 | 15 | -4 | -4 | 0
25 | CCc1ccc(C(=O)C(C)OC(=O)C2COc3ccccc3O2)cc1 (stereo unspecified) | 6 | -13 | -1.8 | -13 | -2 | 1 | 13 | -3 | -6 | -34
26 | Cc1ccc(Cl)cc1N(Cc1ccc(C(=O)NCc2cccnc2)cc1)S(=O)(=O)c1ccccc1 | 6 | 4 | -2.7 | -20 | 22 | -9 | 20 | x | 2 | 1
27 | O=C1C(C=NCCCN2CCOCC2)=C(O)c2ccccc21 | 6 | -12 | x | -6 | -2 | 2 | 6 | 2 | -5 | -10
28 | COc1ccc(NC(=O)CCCc2ccccc2)c(OC)c1 | 3 | 4 | -1.1 | -1 | 0 | 23 | 1 | x | -1 | -25
29 | CCOC(=O)N1CCN(c2c(Nc3ccc4c(c3)OCCO4)c(=O)c2=O)CC1 | 1 | -18 | -2.2 | -2 | x | -8 | 2 | x | 3 | -17
30 | COc1ccc(NC(=O)CSc2nnnn2C2CCCCC2)cc1 | 9 | 4 | -2.0 | 15 | -9 | 7 | -15 | -4 | -4 | -2
31 | O=C1C2CC=CCC2C(=O)N1c1ccc(NCCc2ccccc2)c([N+](=O)[O-])c1 (stereo unspecified) | 3 | -8 | -0.8 | 18 | -5 | 45 | -18 | -6 | 1 | -13
32 | COC(=O)[C@H]1CCCN1C(=O)Nc1cccc(Oc2c(F)c(F)c(F)c(F)c2F)c1 | -4 | -5 | 0.7 | -5 | x | -8 | 5 | -2 | -5 | -26
33 | COc1cc(NC(=O)c2[nH]c(C)c(C(C)=O)c2C)cc(OC)c1OC | 0 | -3 | -1.5 | 32 | 121* | -4 | -32 | -1 | -13 | -22
34 | OCC1(CCCc2ccccc2)CCN(Cc2cnc(N3CCOCC3)s2)CC1 | 2 | -9 | -0.5 | 2 | 42 | 1 | -2 | x | -4 | 4
35 | NNC(=O)c1nn(-c2ccc(Cl)cc2)cc1O | -15 | -15 | -0.1 | 18 | 1 | -11 | -18 | -5 | -7 | 12
36 | C/C(=N\N1CCN(c2ccccc2)CC1)c1ccc(O)cc1 | -3 | 1 | 0.8 | 14 | -4 | 14 | -14 | 1 | -7 | 15
37 | COc1ccc(C)cc1S(=O)(=O)N(C)CC(=O)NC1CCCC1 | -3 | -8 | -1.3 | 20 | 3 | -2 | -20 | -4 | -4 | 0
38 | CCn1c2ccccc2c2cc(/C=N/n3c(-c4cc(C)[nH]n4)n[nH]c3=S)ccc21 | 1 | -14 | -1.7 | x | 4 | x | x | -6 | -17 | -10
39 | CCOc1ccc(-c2cccc(NC(=O)c3cccs3)c2)nn1 | 6 | -8 | -3.4 | 10 | -3 | -8 | -10 | -2 | -23 | 7
40 | CCOc1ccc(OCCC(=O)OCC(=O)N(CC)c2c(N)n(Cc3ccccc3)c(=O)[nH]c2=O)cc1 | 10 | -2 | -0.5 | -2 | -3 | -11 | 2 | x | -4 | -1

# Seven successive compounds from above:
nr | Compound | Rtt109 Vps75 | PvdQ acylase | CAL PDZ FP-1 | SR-BI HDL uptake | NSD2 inh | MITF act | SR-BI DiI-HDL act | CAL PDZ FP-2 | dFosB activator | PfHsp90 set2
34 | OCC1(CCCc2ccccc2)CCN(Cc2cnc(N3CCOCC3)s2)CC1 | 2 | -9 | -0.5 | 2 | 42 | 1 | -2 | x | -4 | 4
35 | NNC(=O)c1nn(-c2ccc(Cl)cc2)cc1O | -15 | -15 | -0.1 | 18 | 1 | -11 | -18 | -5 | -7 | 12
36 | C/C(=N\N1CCN(c2ccccc2)CC1)c1ccc(O)cc1 | -3 | 1 | 0.8 | 14 | -4 | 14 | -14 | 1 | -7 | 15
37 | COc1ccc(C)cc1S(=O)(=O)N(C)CC(=O)NC1CCCC1 | -3 | -8 | -1.3 | 20 | 3 | -2 | -20 | -4 | -4 | 0
38 | CCn1c2ccccc2c2cc(/C=N/n3c(-c4cc(C)[nH]n4)n[nH]c3=S)ccc21 | 1 | -14 | -1.7 | x | 4 | x | x | -6 | -17 | -10
39 | CCOc1ccc(-c2cccc(NC(=O)c3cccs3)c2)nn1 | 6 | -8 | -3.4 | 10 | -3 | -8 | -10 | -2 | -23 | 7
40 | CCOc1ccc(OCCC(=O)OCC(=O)N(CC)c2c(N)n(Cc3ccccc3)c(=O)[nH]c2=O)cc1 | 10 | -2 | -0.5 | -2 | -3 | -11 | 2 | x | -4 | -1

# Later entries:
nr | Compound | Rtt109 Vps75 | PvdQ acylase | CAL PDZ FP-1 | SR-BI HDL uptake | NSD2 inh | MITF act | SR-BI DiI-HDL act | CAL PDZ FP-2 | dFosB activator | PfHsp90 set2
41 | Cn1nnnc1SCCNCc1cccc2ccccc12 | 1 | -9 | -0.9 | -5 | -1 | 6 | 5 | -3 | 7 | -22
42 | O=C(Cn1nc(-c2cccc(Cl)c2)ccc1=O)Nc1ccccc1Br | 2 | -8 | -1.2 | -12 | -2 | 8 | 12 | 7 | -15 | 33
43 | O=C(/C=C/c1ccco1)Nc1cccc(S(=O)(=O)N2CCOCC2)c1 | -2 | -3 | -1.9 | 32 | -2 | 6 | -32 | -2 | -6 | 9
44 | CCc1cccc(NC(=O)CN(c2ccc(OC)cc2)S(=O)(=O)c2c(C)n[nH]c2C)c1 | 4 | -2 | -0.4 | -18 | 0 | x | 18 | -4 | -6 | -2
45 | CC1CC1C(=O)OCC(=O)Nc1ncc(Cl)cc1Cl (stereo unspecified) | -6 | -9 | -2.7 | -16 | 10 | 11 | 16 | -14 | -1 | x
46 | COc1ccccc1NC(=O)C1CCN(S(=O)(=O)c2ccc3c(c2)NC(=O)C(C)S3)CC1 (stereo unspecified) | 9 | -17 | -0.6 | 32 | 2 | 2 | -32 | -5 | -10 | 18
47 | COc1ccc(-c2c(C)oc3cc(O)cc(O)c3c2=O)cc1OC | 6 | -11 | -2.4 | x | x | -2 | x | x | -4 | -23

# Screening data: PubChem BioAssay, Broad Institute
